Cl transport mod – modulates chloride dependent transport by human KCC2; 190,000 tested, 2.2% active; B-score of Tl+ flux slope (higher = more flux/activation; lower = inhibition) at 10 µM; AID 1456; KCC2 cells, thallium flux FluoZin-2 fluorescence;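 active means thallium flux slope and its plate-corrected score both differing from the plate sample mean at a set confidence after two filtering rounds, in either direction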;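 further: slope of fluorescence scaled to starting intensity during 10 to 20 s after thallium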
EBV gp42 block – EBV gp42 inhibition | inhibition, % (tested at 21.74 µM) | AID 1085 | Fluorescence polarization binding assay, mP read-out | 220,000 tested, 0.42% active; in the data active means inhibition above about 50%
Rad51 HR inh – Rad51 (human) homologous recombination inhibition; Q06609; hRad51 DNA strand exchange, fluorescence dequenching; inhibition, % at 10 µM; 200,000 tested, 0.085% active;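 active means inhibition above 40% at the single screening dose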;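 further: 0% = DMSO control wells and 100% = blanks with heterologous ssDNA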
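material = hRad51 filaments on single-stranded DNA | reagent = Donor/quencher-labelled 47-bp dsDNA substrate | compound = 10 µM final, single point | schedule = strand-exchange reaction 15 min at room temperature | measured by = fluorescein emission 520 nm, excitation 485 nm | read-out basis = % inhibition versus plate control and blank means | benchmarks = plate controls and plate blanks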
14-3-3 Bad PPI – disrupts binding of bovine 14-3-3 zeta to phospho-Bad peptide; inhibition, % at 21.7 µM; AID 781; 220,000 tested, 0.71% active; TR-FRET 14-3-3zeta/Dy647-pBad peptide displacement, 1 h;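 active means inhibition above about 70%, limit read from the data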;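 further: 0% = full 14-3-3 plus peptide FRET controls and 100% = background without 14-3-3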
Target sequence (P63103 whole entry, looked up): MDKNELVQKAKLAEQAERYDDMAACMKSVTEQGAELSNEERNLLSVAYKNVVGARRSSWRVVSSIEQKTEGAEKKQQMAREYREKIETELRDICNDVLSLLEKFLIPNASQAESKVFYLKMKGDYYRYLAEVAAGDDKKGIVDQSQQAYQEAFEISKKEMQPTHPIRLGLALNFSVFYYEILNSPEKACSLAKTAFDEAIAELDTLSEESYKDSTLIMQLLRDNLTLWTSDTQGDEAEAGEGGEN
KLK5 inh – inhibitors of human kallikrein 5; Q9Y337; recombinant hK5, fluorogenic AMC substrate cleavage; inhibition, % at 5 µM; 210,000 tested, 0.59% active; AID 873;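 active means inhibition of 40% or more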;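 further: 0% = enzyme controls without compound and 100% = no-enzyme blanks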
Target sequence (Q9Y337 67-293 limits assumed): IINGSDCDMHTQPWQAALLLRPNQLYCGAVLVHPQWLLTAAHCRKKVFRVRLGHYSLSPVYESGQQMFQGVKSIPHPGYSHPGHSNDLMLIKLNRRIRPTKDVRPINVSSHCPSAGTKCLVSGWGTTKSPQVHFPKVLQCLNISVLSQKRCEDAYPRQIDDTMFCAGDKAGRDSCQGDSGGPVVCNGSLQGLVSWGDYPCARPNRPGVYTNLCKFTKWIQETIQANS
Thrombin inh – blocks human thrombin protease activity | alpha-thrombin, Boc-VPR-AMC fluorogenic substrate cleavage | AID 1046 | P00734 | inhibition, % at 5 µM | 220,000 tested, 0.26% active;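 active means inhibition at or above 40%; inactive means inhibition below 40%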;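 further: 0% = enzyme with no compound and 100% = wells without enzyme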
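Assay system: human alpha-thrombin enzyme. Reagent: Boc-VPR-AMC substrate, 15 µM final. Compound dosing: one concentration per compound, 5 µM, with 0.2% DMSO. Incubation: room-temperature reaction. Technique: AMC fluorescence, 355/460 nm. Measure: % inhibition relative to enzyme controls and enzyme-free blanks.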
eIF4E 4G PPI – blocks eIF4E binding to eIF4G; P63073+Q04637; TR-FRET eIF4E-eIF4GI(517-606) binding, 2 h; inhibition, % at 21.7 µM; 220,000 tested, 0.37% active;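 further: 0% = full FRET control wells and 100% = background wells lacking eIF4GI fragment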
p47phox inh – p47phox (human) inhibition | P14598 | p47phox/p22phox peptide binding, fluorescence polarization, 2 h | inhibition, % at 24.7 µM | 220,000 tested, 0.53% active | AID 1274;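 further: 0% = p47phox with labelled peptide and 100% = labelled peptide alone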
Target sequence (P14598 whole entry, looked up): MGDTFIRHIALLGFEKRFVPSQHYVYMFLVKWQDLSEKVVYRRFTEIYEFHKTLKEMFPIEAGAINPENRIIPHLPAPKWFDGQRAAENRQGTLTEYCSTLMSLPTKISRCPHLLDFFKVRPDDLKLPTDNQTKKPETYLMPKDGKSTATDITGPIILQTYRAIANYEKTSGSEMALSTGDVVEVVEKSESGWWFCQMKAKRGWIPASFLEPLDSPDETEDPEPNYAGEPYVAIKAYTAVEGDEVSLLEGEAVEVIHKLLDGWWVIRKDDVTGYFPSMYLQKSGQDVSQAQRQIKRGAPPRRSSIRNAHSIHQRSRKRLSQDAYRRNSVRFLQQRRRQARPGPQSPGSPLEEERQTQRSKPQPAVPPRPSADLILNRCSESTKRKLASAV
Furin inh – inhibitors of human furin. P09958. purified furin, fluorogenic substrate cleavage. inhibition, % at 30 µM. 220,000 tested, 0.061% active; in the data active means inhibition above about 25%; further: inactives centre near -15
Numbers without * were called inactive; nt = no result given; [ ] = remark or other dose.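 How the source made its calls, unless noted: active means inhibition above about 30% (limit read from the data); inactive means the rest.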

1. CCNc1nc(NC(C)C)nc(Oc2ccc(OCCOc3ccc(C)cc3)nn2)n1
2. CCCCC#Cc1ccc2c(c1)COc1c3ccccc3nn1-2
3. O=C(Nc1cccnc1)c1ccc([N+](=O)[O-])cc1Cl
4. CCN(C(=O)CSc1nnc(Cc2ccccc2F)n1N)C1CCS(=O)(=O)C1 (centres undefined)
5. Cc1c(NC(=O)N(C)C)c(=O)n(-c2ccccc2)n1C
6. CCNC(=S)N(Cc1cc2cc(C)cc(C)c2[nH]c1=O)C1CCCC1

Screen / compound no. | 1 | 2 | 3 | 4 | 5 | 6
Cl transport mod | nt | 0.00327 | 0.53 | 0.714 | 0.044 | -2.11
EBV gp42 block | -18.2 | -14.3 | 0.8 | -19.1 | -7.8 | -28.2
Rad51 HR inh | -6.6 | 6.8 | 9.9 | 1.8 | -4.9 | 2.8
14-3-3 Bad PPI | 6.3 | -8.2 | 1.0 | 17.9[fluorescence artefact?] | -5.2 | -2.5
KLK5 inh | 8.8 | 4.1 | -1.7 | 8.8 | 4.5 | -25.6
Thrombin inh | -3.8 | 2.6 | 14.3 | -0.6 | 5.6 | -11.1
eIF4E 4G PPI | 3.6 | -2.5 | 0.0 | 2.1 | 2.9[fluorescence artefact?] | -3.0
p47phox inh | -6.4 | -3.6 | -4.9 | -11.7 | 6.9 | -0.9
Furin inh | -4.3 | -21.1 | -15.3 | -26.4[20 µM] | -19.5[20 µM] | -5.9

7. CCOc1ccc(CN2CCNC(=O)C2CC(=O)O)cc1 (centres undefined)
8. CN1C(=O)CC(N2CCC(C(N)=O)CC2)C1=O (centres undefined)
9. CCOc1ccccc1N(CC(=O)N1CCCCCC1)S(C)(=O)=O
10. O=C(NCCNC(=O)c1cc(OCC(F)(F)F)ccc1OCC(F)(F)F)Nc1ccccc1
11. COCCCN1C(=O)c2[nH]nc(-c3ccccc3O)c2C1c1cccc(Cl)c1 (centres undefined)
12. O=C(NNC(=O)C1C2CCC(C2)C1C(=O)O)c1ccc(Cl)cc1 (centres undefined)

Screen / compound no. | 7 | 8 | 9 | 10 | 11 | 12
Cl transport mod | 0.43 | -1.2 | -1.22 | -0.905 | -1.11 | -1.3
EBV gp42 block | -4.7 | -1.4 | -7.7 | -30.3 | -5.9 | 0.9
Rad51 HR inh | nt | 22.1 | -7.4 | -0.4 | -3.2 | 13.5
14-3-3 Bad PPI | -4.8 | -9.4 | -0.8 | -11.0 | -11.6 | -3.6
KLK5 inh | nt | -9.8 | -13.9 | -9.3 | -11.4 | -1.7
Thrombin inh | -3.6 | 2.1 | -5.3 | 1.6 | 3.5 | -6.8
eIF4E 4G PPI | -0.5 | -4.8 | 1.8 | -5.5 | 4.8 | -4.1
p47phox inh | -7.6 | -19.1 | 0.2 | -11.4 | -23.8 | -1.8
Furin inh | -23.2 | 4.9[20 µM] | 3.1[20 µM] | -18.8[20 µM] | -16.1 | -22.7

13. CC(CCc1ccccc1)NCC(O)COc1ccccc1 (centres undefined)
14. Cc1ccccc1-c1nc(CS(=O)(=O)CC(=O)NCc2ccccc2)c(C)o1
15. Cc1nn(CC(O)c2ccccc2)c(C)c1Br (centres undefined)
16. c1ccc(-c2nc(-c3ccco3)cs2)nc1
17. CCOc1ccc(NS(=O)(=O)c2ccc(OC)c(C)c2)cc1
18. COc1ccc(C2CC(=O)c3ccccc3O2)cc1 (centres undefined)

Screen / compound no. | 13 | 14 | 15 | 16 | 17 | 18
Cl transport mod | 0.928 | -5.05* | 1.51 | 0.981 | -0.845 | -0.111
EBV gp42 block | -1.0 | 8.6 | -19.1 | -13.0 | 2.1 | -0.9
Rad51 HR inh | 6.5 | 10.1 | 5.4 | -5.2 | -5.0 | 8.3
14-3-3 Bad PPI | -4.3 | -3.5 | 5.0 | 10.7 | -6.4 | 13.7
KLK5 inh | 0.7 | 22.3 | 4.5 | 3.6 | 0.0 | -7.1
Thrombin inh | -3.8 | 16.4 | -17.8 | -8.1 | -0.5 | -0.9
eIF4E 4G PPI | 0.1 | -3.7 | 2.8 | -0.1 | 9.6 | 6.5[fluorescence artefact?]
p47phox inh | -9.9 | -0.6 | -12.4 | -18.9 | 4.0 | -3.9
Furin inh | -21.7 | -2.4 | -8.2[20 µM] | -7.8 | -4.6[20 µM] | -18.2

Record cards, from the list above:
Results for Cc1ccccc1-c1nc(CS(=O)(=O)CC(=O)NCc2ccccc2)c(C)o1 → Cl transport mod = -5.05*; EBV gp42 block = 8.6; Rad51 HR inh = 10.1; 14-3-3 Bad PPI = -3.5; KLK5 inh = 22.3; Thrombin inh = 16.4; eIF4E 4G PPI = -3.7; p47phox inh = -0.6; Furin inh = -2.4
Results for COc1ccc(C2CC(=O)c3ccccc3O2)cc1 (centres undefined) → Cl transport mod = -0.111; EBV gp42 block = -0.9; Rad51 HR inh = 8.3; 14-3-3 Bad PPI = 13.7; KLK5 inh = -7.1; Thrombin inh = -0.9; eIF4E 4G PPI = 6.5[fluorescence artefact?]; p47phox inh = -3.9; Furin inh = -18.2
Results for Cc1nn(CC(O)c2ccccc2)c(C)c1Br (centres undefined) → Cl transport mod = 1.51; EBV gp42 block = -19.1; Rad51 HR inh = 5.4; 14-3-3 Bad PPI = 5.0; KLK5 inh = 4.5; Thrombin inh = -17.8; eIF4E 4G PPI = 2.8; p47phox inh = -12.4; Furin inh = -8.2[20 µM]

Next part
19. O=c1[nH]ncc2c3ccccc3n(Cc3ccccc3F)c12
20. O=C(O)c1ccc2c(c1)C1C=CCC1C(c1cc3c(cc1Br)OCO3)N2 (centres undefined)
21. CN(CCCNC(=O)CCCOc1cc(=O)n(C)c2ccccc12)Cc1ccccc1
22. CC(C)Cc1nc(Nc2ccc(S(=O)(=O)N3CCCC3)cc2)c2nnn(Cc3ccccc3)c2n1
23. COC(=O)[C@@H]1CCCN1C(=O)CCc1nnc(CCc2c[nH]c3ccccc23)o1
24. Cc1ccc(CNC(=O)c2cc(COc3c(F)cccc3F)on2)s1

Screen / compound no. | 19 | 20 | 21 | 22 | 23 | 24
Cl transport mod | 0.413 | nt | -0.00156 | 0.00492 | -0.979 | nt
EBV gp42 block | -2.0 | 8.3 | -11.7 | -19.4 | -1.8 | -13.6
Rad51 HR inh | 3.9 | -7.2 | 8.1 | 3.1 | -25.7 | -5.6
14-3-3 Bad PPI | 13.5 | 8.8 | -16.9 | 1.8 | -0.3 | -10.2
KLK5 inh | -5.9 | -0.3 | -10.8 | -8.2 | 34.3 | 1.6
Thrombin inh | 1.8 | -6.5 | 3.2 | -13.2 | 10.5 | -14.6
eIF4E 4G PPI | 3.7 | 1.9 | 0.6 | -2.2[fluorescence artefact?] | -2.7 | 0.5
p47phox inh | 1.8 | -2.2 | -13.5 | -53.1 | -3.4 | -27.6
Furin inh | -32.5 | -19.1 | -22.4 | -7.9 | -5.2 | -7.3

25. Cc1ccc(S(=O)(=O)N2CCC(C(=O)N[C@@H](C)C(=O)NCCc3ccccc3)CC2)cc1
26. Cc1cc(C)cc(OCC(=O)Nc2ccc(N3CCN(S(C)(=O)=O)CC3)cc2)c1
27. Cc1cc(C(=O)Nc2cccnc2)on1
28. CC1(C)Cc2c(C#N)c(NCCN3CCOCC3)nc(-c3ccccc3)c2CO1
29. Nc1c(C(=O)NC23CC4CC(CC(C4)C2)C3)sc2nc3c(c(C(F)(F)F)c12)CCC3
30. O=S(=O)(c1cccc(-c2nnco2)c1)N1CCOCC1

Screen / compound no. | 25 | 26 | 27 | 28 | 29 | 30
Cl transport mod | nt | nt | 0.0186 | -0.289 | nt | -0.591
EBV gp42 block | -24.9 | -18.4 | -5.0 | -2.8 | -27.0 | -1.8
Rad51 HR inh | nt | -14.1 | -2.9 | 9.3 | 9.7 | 0.9
14-3-3 Bad PPI | 8.2 | 7.7 | 8.4[fluorescence artefact?] | -0.9 | -16.2 | -14.9
KLK5 inh | -21.6 | 2.8 | -6.3 | 0.9 | 0.9 | -1.2
Thrombin inh | -0.1 | -2.8 | -4.1 | -3.7 | 3.1 | -4.9
eIF4E 4G PPI | 2.6[fluorescence artefact?] | -0.6 | 3.3 | 2.3 | 11.8 | 1.3
p47phox inh | -2.3 | -12.4 | -3.5 | -10.2 | -23.7 | -8.0
Furin inh | nt | -27.1 | -20.9 | -13.1 | -23.2[20 µM] | -18.8

31. Cc1ccc(C)c(N2CCN(C(=S)NC3CCCCC3)CC2)c1
32. CC/C(C)=N/Nc1nc(-c2cc3cccc(OC)c3oc2=O)cs1
33. COc1ccc(N=C2C(=Nc3ccc(OC)cc3)N(c3ccc(OC)cc3)C(=S)N2C(=O)c2ccc(OC)cc2)cc1
34. CCN(CC)S(=O)(=O)c1ccc(C(=O)C(C#N)c2ccccn2)cc1 (centres undefined)
35. CCOC(=O)C1CCCN(C(=O)CNC(=O)Cn2ccc3ccccc3c2=O)C1 (centres undefined)
36. COC(=O)c1ccc(CSc2nc(N3CCOCC3)c3c(c2C#N)CC(C)(C)OC3)o1

Screen / compound no. | 31 | 32 | 33 | 34 | 35 | 36
Cl transport mod | 1.04 | -0.838 | 0.493 | 0.0687 | -0.269 | -0.165
EBV gp42 block | -8.6 | -9.1 | -6.5 | -13.0 | -11.3 | -6.0
Rad51 HR inh | 2.3 | 8.2 | -1.6 | 11.8 | 4.6 | 15.1
14-3-3 Bad PPI | -3.0[fluorescence artefact?] | -7.5 | -7.0 | -5.2 | -9.0 | 0.2
KLK5 inh | -22.7 | -10.6 | -12.8 | -13.4 | -11.9 | -6.5
Thrombin inh | -6.0 | -2.7 | 1.6 | 4.3 | 4.8 | 3.2
eIF4E 4G PPI | -0.7 | -1.8 | -0.7 | -0.9 | -4.6 | 4.7
p47phox inh | -13.2 | -6.3 | -10.0 | -7.7 | -10.5 | -9.9
Furin inh | 6.1 | -9.4 | -16.8[20 µM] | -3.0 | -17.5 | -22.7

37. CC(C)NC(=S)NC(=O)c1ccc(-c2ccccc2)cc1
38. COCCN(C(=O)Cc1cccs1)c1nnc(-c2ccncc2)s1
39. CC(CN1CCCCCC1)C(=O)NN (centres undefined)
40. COc1cccc(N2CCN(C(=O)C3CCCN(S(=O)(=O)c4cnc[nH]4)C3)CC2)c1 (centres undefined)
41. CCC(C)(C(=O)NC1CCCC1)N(CC1CCCO1)C(=O)CNC(=O)c1ccccc1 (centres undefined)
42. O=C(CSc1cccs1)NCCc1ccccc1
43. CCC(C)[C@H](NC(=O)N1CCCC1)C(=O)OC (some centres undefined)

Screen / compound no. | 37 | 38 | 39 | 40 | 41 | 42 | 43
Cl transport mod | -1.33 | nt | 0.951 | 0.774 | -0.444 | 0.464 | 1.47
EBV gp42 block | -8.5 | -25.1 | 2.7 | -22.7 | -16.7 | -2.0 | 4.8
Rad51 HR inh | -7.8 | nt | 2.2 | 3.5 | -3.6 | nt | -6.2
14-3-3 Bad PPI | -7.9 | 82.1* | -5.8 | 8.2 | 0.2 | -8.3 | 3.4
KLK5 inh | -4.7 | -14.6 | 5.3 | -4.2 | -0.7 | -14.1 | 10.0
Thrombin inh | -1.5 | 0.5 | -0.2 | -1.5 | -0.7 | -3.1 | -5.3
eIF4E 4G PPI | 5.5 | -3.5 | -2.9 | -3.2 | -8.0[fluorescence artefact?] | -1.0 | 1.4
p47phox inh | -7.8 | -70.5 | 6.7 | -7.3 | -15.3 | -1.6 | -6.5
Furin inh | -5.6 | -9.5 | -26.3 | -1.0 | -20.2 | -17.2 | -18.8[20 µM]
